# a7 integrin act = activators of alpha7 integrin expression for muscular dystrophy | alpha7betagal myoblasts, beta-gal FDG fluorescence, 48 h | Potency, µM (highest dose often 38.3 µM), inactives show at the highest dose activation, actives largely listed as activators | 350,000 compounds, 0.064% hits | AID 624291;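 note: potency is the fitted concentration of half-maximal effect; 100% = response of the positive control SU9516; nearly all actives have a fitted effect of over 60% in size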
#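 alpha7betagal+/- myoblasts (passage 13, 250/well) treated 48 h at 37C with compounds at 1:260 dilution of DMSO stock. Lysed, then beta-galactosidase activity read as FDG fluorescence (ex 480/em 540) after 30 min, with pre-read for autofluorescence.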
# ASM inhibitor = inhibitors of human secretory acid sphingomyelinase; 340,000 compounds, 0.006% hits; Potency, µM (titrated, usually from 57.5 µM), without a hit: at the top dose activity change, negative = inhibition, most hits filed as inhibitors; P17405; placental ASM, HMU-PC fluorogenic substrate, 60 min; note: potency is the fitted concentration of half-maximal effect
#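 HMU-PC0 cleavage (9 uM final) by human placental ASM, 60 min at 37 °C following 10 min compound exposure at RT; stopped at pH 10, fluorescence Ex 386/Em 447 nm.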
# KCNH2 WT inh = blocks the wildtype human KCNH2 potassium channel. activity change, % at 1.84 µM. U2OS, BacMam KCNH2, thallium flux FluxOr; hits give low values. 340,000 compounds, 0.37% hits. Q12809. AID 720551;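 active = maximum activity change below -70%; inconclusive = maximum activity change between -70% and -50%; inactive = maximum activity change above -50%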; note: % is set by controls: 0 for no effect and ±100 for the full control effect
#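 U2OS cells were transduced with wild-type KCNH2 virus (2.03 x 10^8 / mL) for 4 h at room temperature, then cultured overnight at 37 C. Thallium flux was read with FluxOr dye. Rate constants were normalized to DMSO controls.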
# GALK inhibitor = blocks human galactokinase activity. Potency, µM (highest dose often 57.5 µM), for inactives: top-dose activity change, negative = inhibition, usual class: inhibitors. Purified GALK, Kinase-Glo residual ATP luminescence. P51570. 270,000 compounds, 0.007% hits; note: potency is the fitted concentration of half-maximal effect; % is set by controls: 0 for no effect and ±100 for the full control effect
#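 Quantitative HTS: GALK 5 nM, ATP 35 uM, galactose 100 uM, 1 h room temperature, then luciferase-based ATP detection.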
# AT treatment = candidate therapy for ataxia-telangiectasia. […] A-T fibroblasts, KAP-1 phosphorylation AlphaLISA; neocarzinostatin DNA damage 30 min before lysis. AID 485349. Potency, µM (titrated, usually from 57.5 µM), without a hit: at the highest dose activation, usual class: activators. 320,000 compounds, 0.19% hits; note: potency is the fitted concentration of half-maximal effect; % of control where 0% means no effect; nearly all actives have a fitted effect of over 45% in size
#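 hTERT-immortalized A-T patient fibroblasts ([…]), 500 cells/well in OPTI-MEM, 1% FBS, got compounds for 60 min, then NCS for 30 min at 37C. Lysates were then assayed for phospho-KAP-1 by AlphaLISA (anti-pKAP1 donor, anti-KAP1 acceptor beads), 6 hr at 25C.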
# TRPV1 agonist = agonists of human vanilloid receptor 1 (TRPV1); TRPV1-expressing cells, Fluo-8 calcium influx, agonist mode; Q8NER1; 320,000 compounds, 0.19% hits; AID 540275; activation, % at 8.33 µM; in the data active = activation above about 80%; inconclusive = between about 30% and that limit; note: 0% is about no effect
# Target sequence (Q8NER1 whole entry, looked up): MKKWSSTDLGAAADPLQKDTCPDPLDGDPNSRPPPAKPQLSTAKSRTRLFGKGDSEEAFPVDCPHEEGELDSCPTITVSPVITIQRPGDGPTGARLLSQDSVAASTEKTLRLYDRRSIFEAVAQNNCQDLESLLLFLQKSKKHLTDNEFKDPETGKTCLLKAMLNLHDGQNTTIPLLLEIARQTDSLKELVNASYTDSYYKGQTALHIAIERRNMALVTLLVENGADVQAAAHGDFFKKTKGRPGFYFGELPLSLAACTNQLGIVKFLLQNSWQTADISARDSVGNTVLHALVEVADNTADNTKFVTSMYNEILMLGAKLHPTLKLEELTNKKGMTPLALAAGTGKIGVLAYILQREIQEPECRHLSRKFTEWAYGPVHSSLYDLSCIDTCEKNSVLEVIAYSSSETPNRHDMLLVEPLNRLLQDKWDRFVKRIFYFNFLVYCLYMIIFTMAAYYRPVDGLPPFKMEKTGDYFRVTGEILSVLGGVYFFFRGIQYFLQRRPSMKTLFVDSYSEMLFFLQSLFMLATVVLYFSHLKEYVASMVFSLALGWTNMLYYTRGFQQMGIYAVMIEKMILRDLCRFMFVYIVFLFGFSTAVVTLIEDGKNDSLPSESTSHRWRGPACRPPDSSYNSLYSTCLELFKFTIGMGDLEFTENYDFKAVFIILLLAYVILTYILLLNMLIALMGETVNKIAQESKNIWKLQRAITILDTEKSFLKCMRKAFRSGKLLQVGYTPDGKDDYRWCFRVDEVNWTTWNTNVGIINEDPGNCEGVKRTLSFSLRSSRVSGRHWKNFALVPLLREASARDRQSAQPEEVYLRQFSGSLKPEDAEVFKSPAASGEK
#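 Cells expressing TRPV1 were dye-loaded with Fluo-8 and read kinetically: 10 s baseline, 3 min after compound (agonist portion), then 2 min after EC20 capsaicin (allosteric enhancer portion). Calcium-bound dye fluorescence at 480/520 nm.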
# CXXC DNA block = inhibitors of human MLL CXXC domain-DNA interaction | Q03164 | MLL-CXXC / FITC-HOXA9 DNA fluorescence polarization | Potency, µM (doses to about 115 µM), for the others: at the highest dose activity change, negative = inhibition, actives largely listed as inhibitors | 290,000 compounds, 0.037% hits | AID 2662; active = well fitted inhibition curve with a large enough effect in the polarisation, with a control signal flat, not every such curve was filed as active; inconclusive = small, poorly fitted or top-dose-only effect, or effect the other way, or a change in a side signal; inactive = no such curve, though single readings can be large or run the other way; the % refers to the polarisation; note: potency is the fitted concentration of half-maximal effect
#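 Purified MLL-CXXC (added from a 7 uM solution) was preincubated 5 min at ambient with pinned compounds in 50 mM Tris-HCl pH 7.5, 50 mM NaCl, 1 mM DTT, 0.05% BSA. Fluorescein-labeled HOX-A9 DNA (50 nM solution) followed, 30 min, then polarization read.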
# MBNL1-CUG inh = blocks human MBNL1 binding to CUG repeat RNA; Q9NR56; TR-FRET MBNL1-His/biotin-(CUG)12 binding, 665/545 ratio; Potency, µM (top dose mostly 57.5 µM), without a hit: at the top dose activity change, negative = inhibition, actives largely listed as inhibitors; 280,000 compounds, 0.036% hits; AID 2675; active = well fitted inhibition curve with a large enough effect in the signal ratio, with a control signal flat, not every such curve was filed as active; inconclusive = small, poorly fitted or top-dose-only effect, or effect the other way, or a change in a side signal; inactive = no such curve, though single readings can be large or run the other way; the % refers to the signal ratio; note: potency is the fitted concentration of half-maximal effect; % is set by controls: 0 for no effect and ±100 for the full control effect
#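 Ratiometric TR-FRET (665 over 545 nm, excitation 340 nm) tracks disruption of MBNL1-His/biotin-(CUG)12 complex after 60 min at room temperature, with compounds at 92 nM to 58 uM final.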
# KCNH2 3.1 block = blocks the human KCNH2 3.1 channel isoform. activity change, % (tested at about 1.8 µM). U2OS KCNH2 3.1, thallium flux FluxOr; hits give low values. 340,000 compounds, 0.95% hits;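 active = maximum activity change below -70%; inconclusive = maximum activity change from -70% to -50%; inactive = maximum activity change above -50%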;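 note: thallium influx rate constant from kinetic fluorescence after stimulation buffer; % is set by controls: 0 for no effect and ±100 for the full control effect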
#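 Virally transduced U2OS (3.1 isoform, 4 h infection in dark at RT) → overnight 37 C → FluxOr + Red40 in HBSS/HEPES, 45 min → stimulation buffer, 2 min kinetic read → rate constant vs DMSO controls.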
# Coupling enz = coupling enzyme interference in Giardia aldolase counter-screen | coupling enzyme system counterscreen, AmpLite Red fluorescence | activity change, negative = inhibition, % at 58.2 µM, hits read low | 290,000 compounds, 0.67% hits | AID 2472; in the data active = activity change below about -30%; note: % is set by controls: 0 for no effect and ±100 for the full control effect
#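 Compounds tested against the coupling enzymes alone at 57.5 uM final; readout was AmpLite Red fluorescence (525/598 nm) after 20 min at RT.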
# Starred values were filed as active, the others as inactive; ? = inconclusive; nt = not tested or not shown; [ ] = dose if it differs, or a comment. Unless noted, calls come from the whole dose curve; as a rule, active = well fitted curve in the direction sought with a large enough effect; inconclusive = small, poorly fitted or top-dose-only effect, or another doubt; inactive = no such curve, though single readings can be large; an effect the other way counts as inactive or inconclusive. Random draw from the library, and some 2% of all compounds hit somewhere here.
SMILES,a7 integrin act,ASM inhibitor,KCNH2 WT inh,GALK inhibitor,AT treatment,TRPV1 agonist,CXXC DNA block,MBNL1-CUG inh,KCNH2 3.1 block,Coupling enz
COc1cc([N+](=O)[O-])ccc1NC(=O)CCCOc1cccc(C)c1C,21%,-15%,-4,0%,5%,20,6%,3%,-8,1
Cc1cccc(OCC(=O)N2CCN(C(=O)CCC3CCCC3)CC2)c1,-17%,-2%,4,1%,nt,-3,-8%,-17%,14,5
CCCC(=O)NNC(=O)c1c(O)c2ccccc2[nH]c1=O,2%,0%,7,0%,0%,-2,7%,-1%,12,-5
Cc1ccc(NC(=O)Cc2nc(COC(=O)C(C)NS(=O)(=O)c3ccc(C)cc3)cs2)cc1 (configuration not stated),3%,-1%,-1,nt,4%,-2,nt,nt,1,nt
Cc1nc2ccc(S(=O)(=O)NC(C(=O)Nc3nccs3)C(C)C)cc2s1 (configuration not stated),30%,0%,-8,0%,-4%,8,3%,-6%,1,2
CN(CC(=O)Nc1cccc(F)c1)C(=O)c1cn(-c2ccccc2)nc1-c1ccc(Cl)cc1,-30%,-21%,2,nt,5%,4,nt,nt,-18,nt
COC(=O)c1sccc1NC(=S)N1C(C)CCCC1C (configuration not stated),-20%,-2%,2,-1%,-1%,0,19%,11%,22,0
Cc1ccc(NC(=O)c2cc3cc(OC(F)(F)F)ccc3[nH]2)cc1,20%,-2%,-8,6%,8%,nt,0%,nt,-12,-1
Cn1c(=NC(=O)c2ccc(S(=O)(=O)N3CCCc4ccccc43)cc2)sc2cc(S(C)(=O)=O)ccc21,24%,1%,6,0%,-11%,0,-6%,?,3,-1
Cc1cc(C)cc(NC(=O)CSc2ccccc2)c1,9%,-1%,-7,1%,6%,6,-1%,1%,3,1
CCOC(=O)C1=CN(Cc2cccc(F)c2)S(=O)(=O)N(C)C1c1ccc2ccccc2c1 (configuration not stated),6%,3%,-3,nt,10%,nt,nt,nt,nt,nt
Cn1cnnc1SCC(=O)Nc1ccc(S(=O)(=O)N2CCCC2)cc1,0%,0%,-15,-3%,-4%,5,10%,1%,-4,0
O=C1Nc2c(Cl)cc(Cl)cc2C1=O,2%,5%,0,nt,nt,nt,nt,nt,-3,nt
Cc1nc(NC(=O)C2CC2)sc1C(=O)N(C)C,13%,2%,-10,1%,nt,1,-2%,?,23,1
COc1ccc(S(=O)(=O)N2CCC(C(=O)Nc3ccccc3N3CCCCC3)CC2)cc1OC,-4%,-2%,1,2%,16%,6,25%,0%,9,-4
CN1CCC(n2[nH]c(-c3ccccc3)c(Cc3ccccc3)c2=O)CC1,12%,-1%,2,nt,nt,nt,nt,nt,-8,nt
O=C(COC(=O)Cn1cnc2ccccc21)NCCC1=CCCCC1,22%,-1%,-4,-5%,-1%,1,-1%,-4%,13,-1
Cc1csc(/N=C/N(C)C)c1C#N,27%,2%,0,nt,1%,1,16%,4%,-1,4
CC(=O)Oc1ccc(C(=O)Nc2cc(C)ccc2NC(=O)COc2ccccc2)cc1,10%,-1%,5,-3%,6%,11,10%,-1%,9,1
COc1ccc(-c2nnc(SC(C)C(=O)Nc3c(C)n(C)n(-c4ccccc4)c3=O)o2)cc1 (configuration not stated),7%,5%,8,-1%,1%,0,-5%,2%,-7,1
CCCc1ccc(-c2ccc(F)c(N)c2)nc1,30%,0%,7,nt,-7%,7,-2%,-5%,-9,-1
CCOC(=O)c1cc2sc(C)cc2n1CCCN1C(=O)c2ccccc2C1=O,-10%,-19%,-7,-4%,9%,25,5%,-7%,-6,-4
O=C1CC(CSc2ccc(Cl)cc2)=NN1,4%,2%,-9,0%,25%,1,-9%,-9%,2,0
O=C(NCc1ccccc1)c1c[nH]c2ccc(F)cc2c1=O,?,4%,-9,-4%,7%,8,4%,2%,4,0
CCCC(O)(CCN1CCOCC1)c1ccc(Cl)cc1 (configuration not stated),0%,0%,-3,-1%,21%,0,10%,8%,-9,2
# (more compounds)
SMILES,a7 integrin act,ASM inhibitor,KCNH2 WT inh,GALK inhibitor,AT treatment,TRPV1 agonist,CXXC DNA block,MBNL1-CUG inh,KCNH2 3.1 block,Coupling enz
COc1ccc(NC(=O)NCCCN2CCN(c3cc(C)ccc3C)CC2)cc1,-56%[inhibitor],-1%,39,0%,-1%,0,-1%,-4%,-92*,3
COc1ccccc1Oc1ccc2c(c1)C(=O)N(c1ccc(Br)c3cccnc13)C2=O,-19%,-3%,1,1%,1%,-4,4%,10%,9,-1
O=C(NC1CCCC1)C1CCN(C(=O)c2ccc(-c3ccccc3)cc2)CC1,12%,1%,-6,-2%,5%[11.5 µM],9,-5%,1%,-2,5
O=C1CCC(C(=O)N2CCCCCC2)CN1Cc1cccc(C(F)(F)F)c1 (configuration not stated),-2%,6%,7,0%,1%,8,35%[activator],3%,15,2
CCOc1cc(Br)c(C(C)NC(=O)c2cccnc2)cc1OCC (configuration not stated),-1%,2%,-2,nt,nt,nt,nt,nt,-31,nt
Cc1cccc(C)c1Nc1nnc(SCc2cn3cccc(C)c3n2)s1,4%,3%,nt,-1%,-5%,2,11%,-12%,-179*,1
Cc1ccc(OCCOC(=O)c2cc(S(=O)(=O)N3CCCCC3)ccc2N2CCOCC2)cc1,-52%[inhibitor],-2%,-11,nt,-5%,9,nt,nt,8,nt
CC(NC(=O)c1ccc(C(=O)c2ccccc2)cc1)c1ccc(S(N)(=O)=O)cc1 (configuration not stated),-26%,3%,-2,nt,3%,19,nt,nt,1,nt
CCn1c(=O)c(C(=O)NCCCc2ccccc2)c(O)c2ccccc21,0%,-2%,-15,0%,35%,8,-5%,3%,-15,-4
O=C(CNC(=O)c1ccco1)OCC(=O)c1ccc(Cl)cc1Cl,1%,-3%,0,-1%,-2%,1,-6%,-2%,0,2
O=C(NCc1ccc(-c2nc3ccccc3s2)cc1)c1ccco1,-6%,-2%,1,-2%,-4%,3,-3%,14%,-1,-4
COC(=O)C1C(=O)C2=C(CC1C)NC(C)=C(C(=O)OCc1ccc(OC)cc1)C2c1ccc(C)o1 (configuration not stated),-41%,17%,-8,-2%,3%,3,8%,9%,-7,-2
Cc1cccc(C)c1Nc1c(-c2ccccc2O)nc2ncccn12,21%,-11%,-18,-3%,35%,8,-11%,-1%,-12,0
CCOC(=O)C1=C(CNCc2ccc(F)cc2)NC(=O)NC1c1cccc([N+](=O)[O-])c1 (configuration not stated),3%,-3%,-9,-3%,6%,10,-4%,15%,-11,-5
O=C(CSc1ccccc1)Nc1cc(S(=O)(=O)N2CCOCC2)ccc1N1CCOCC1,-38%,-2%,nt,-2%,-1%,11,1%,0%,4,1
Cc1sc2ncn(CC(=O)NCC(=O)N(C)Cc3ccccc3)c(=O)c2c1C,-12%,-6%,4,0%,-5%,-1,-1%,3%,-5,3
CCN1CCN(C(=O)/C=C/c2ccc([N+](=O)[O-])cc2)CC1,17%,1%,-1,1%,-10%,4,2%,?,-11,2
COc1ccc(CCN2Cc3c(cccc3[N+](=O)[O-])C2=O)cc1OC,?,-1%,-9,0%,40%,0,-4%,?,3,2
CCOC(=O)CN1C(=O)CC(c2ccc([N+](=O)[O-])cc2)C1=O (configuration not stated),0%,-1%,1,-2%,-2%,-4,-1%,?,-5,-2
O=S(=O)(NC1CCCCC1)c1ccc(Br)cc1,2%,-2%,-2,0%,6%,5,0%,-5%,-9,1
CCN(C(=O)COC(=O)c1c(-c2ccccc2)noc1C)C1CCS(=O)(=O)C1 (configuration not stated),0%,7%,-1,0%,11%,-1,4%,?,9,3
COc1ccc(NC(=O)Nc2ccc3c(c2)C(=O)N([C@H](C)CO)C[C@H](C)[C@@H](CN(C)C(=O)NC(C)C)O3)cc1,1%,0%,1,nt,4%,nt,nt,nt,7,nt
CCc1noc(C)c1C(=O)N1CCN(S(=O)(=O)c2ccc(C(C)C)cc2)CC1,9%,1%,6,nt,14%,-1,nt,nt,-10,nt
COc1cc2c(cc1OC)CN(Cc1cc(OC)c3c(c1)OCO3)CC2,-12%,4%,-4,nt,-6%,1,-6%,-14%,6,6
CCN(CC)c1ccc(/C=N/NC(=O)c2c(Cl)cnn2C)c(O)c1,12%,101%[activator],1,0%,-11%,3,19%,?,7,7

# 2 of the compounds above, with each value named:
COc1ccccc1Oc1ccc2c(c1)C(=O)N(c1ccc(Br)c3cccnc13)C2=O
  a7 integrin act: -19% | ASM inhibitor: -3% | KCNH2 WT inh: 1 | GALK inhibitor: 1% | AT treatment: 1% | TRPV1 agonist: -4 | CXXC DNA block: 4% | MBNL1-CUG inh: 10% | KCNH2 3.1 block: 9 | Coupling enz: -1

O=C(CSc1ccccc1)Nc1cc(S(=O)(=O)N2CCOCC2)ccc1N1CCOCC1
  a7 integrin act: -38% | ASM inhibitor: -2% | KCNH2 WT inh: nt | GALK inhibitor: -2% | AT treatment: -1% | TRPV1 agonist: 11 | CXXC DNA block: 1% | MBNL1-CUG inh: 0% | KCNH2 3.1 block: 4 | Coupling enz: 1
